TDP2 inh: TDP2 (human) inhibition, absorbance primary screen; O95551; recombinant TDP2, T5PNP hydrolysis, p-nitrophenol absorbance 415 nm; inhibition, % at 12.8 µM; 370,000 tested, 0.34% active; AID 720702;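 active = inhibition above the mean of all tested compounds plus 3 SD, set per campaign, cut at about 25% in these data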;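 note: 0% = DMSO with enzyme and 100% = buffer with substrate but no TDP2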
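System: recombinant human TDP2 / Amount: 120 nM TDP2 per well / Also added: 5 mM T5PNP chromogenic substrate / Doses: 12.8 µM single point, 1% DMSO / Incubation: 2 h at 37 °C / Detection: p-Nitrophenol epi absorbance / Evaluation: % inhibition relative to enzyme-containing and enzyme-free wells / Repeats: singlicate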
PG9 binder: PG9 antibody binding by small molecule | inhibition, % at 6.7 µM | 360,000 tested, 0.43% active | TR-FRET gp120-PG9 antibody binding; in the data active = inhibition above about 8.5%
LEDGF integ inh: blocks HIV-1 LEDGF/p75-dependent DNA integration | TR-FRET IN-LEDGF/p75 DNA integration, Eu/Cy5 | inhibition, % at 3.7 µM | 370,000 tested, 0.64% active;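 active = inhibition above the screen-wide mean plus 3 SD, cut at about 13% in these data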;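 note: signal is the Cy5 over europium emission ratio at 671 and 618 nm; 0% = plate median of compound wells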
NR1D1 modulator: modulators of human Rev-erb alpha DNA binding; 370,000 tested, 0.79% active; Rev-erbα–FITC-DNA binding, fluorescence polarization, 90 min; activity, % at 10 µM; AID 1259318;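 active = activity above about 14%, limit read from the data; passing the limit was not always enough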;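 note: 0% = DMSO wells with 35 nM protein and 100% = DMSO wells with 750 nM protein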
HTRA1 inh: blocks human HTRA1 serine peptidase; recombinant HTRA1, FP-rhodamine activity-based probe, fluorescence polarization; inhibition, % at 5.96 µM; 340,000 tested, 0.5% active; AID 504803; in the data active = inhibition above about 36%;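 note: 0% = enzyme with DMSO and 100% = wells lacking enzyme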
PRMT1 inh: PRMT1 (human) inhibition, primary screen. Q99873. recombinant PRMT1, activity-based probe fluorescence polarization. inhibition, % at 2.79 µM. 370,000 tested, 1.3% active. AID 652257;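 active = inhibition above about 21% made by adding two undisclosed values, limit read from the data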
Target sequence (Q99873 whole entry, looked up): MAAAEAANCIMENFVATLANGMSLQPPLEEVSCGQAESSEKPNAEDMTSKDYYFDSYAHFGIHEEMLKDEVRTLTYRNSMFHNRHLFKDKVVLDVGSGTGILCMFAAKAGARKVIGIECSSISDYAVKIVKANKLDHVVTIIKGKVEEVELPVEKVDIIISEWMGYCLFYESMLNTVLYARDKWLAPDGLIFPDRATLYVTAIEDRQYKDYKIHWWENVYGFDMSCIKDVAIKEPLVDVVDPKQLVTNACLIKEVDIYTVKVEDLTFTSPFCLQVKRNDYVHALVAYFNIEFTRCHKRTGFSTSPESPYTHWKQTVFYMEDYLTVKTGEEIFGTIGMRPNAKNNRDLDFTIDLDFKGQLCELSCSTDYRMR
TCR-CD3 inh: blocks the human TCR-CD3 interaction; TAMRA-labeled TCR probe fluorescence, biochemical; inhibition, % at 9.4 µM; 360,000 tested, 0.37% active; in the data active = inhibition above about 19%;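 note: recombinant mutant TCR 2C K166C tagged with TAMRA read by polarization; 0% = receptor in buffer alone and 100% = receptor with positive control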
rCAG RNA binder: r(CAG) repeat RNA binding; TO-PRO-1 dye displacement fluorescence; inhibition, % at 3 µM; 370,000 tested, 1.3% active;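 active = inhibition above the plate cutoff, the mean of all test compounds on that plate plus 3 SD, cut at about 35% in these data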;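 note: 0% = DMSO alone and 100% = 100 µM mitoxantrone as full dye displacement; higher means more dye released from RNA so lower well fluorescence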
SIAE inh: human SIAE inhibition, primary screen; inhibition, % at 9.66 µM; AID 1053197; Q9HAT2; SIAE FP-Rh probe binding, fluorescence polarization; 370,000 tested, 0.69% active;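 active = inhibition above a cutoff: mean of compounds within the control limits plus 3 SD of those, cut at about 17% in these data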;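 note: 0% = plate median of compound wells and 100% = probe without SIAE protein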
Target sequence (Q9HAT2 whole entry, looked up): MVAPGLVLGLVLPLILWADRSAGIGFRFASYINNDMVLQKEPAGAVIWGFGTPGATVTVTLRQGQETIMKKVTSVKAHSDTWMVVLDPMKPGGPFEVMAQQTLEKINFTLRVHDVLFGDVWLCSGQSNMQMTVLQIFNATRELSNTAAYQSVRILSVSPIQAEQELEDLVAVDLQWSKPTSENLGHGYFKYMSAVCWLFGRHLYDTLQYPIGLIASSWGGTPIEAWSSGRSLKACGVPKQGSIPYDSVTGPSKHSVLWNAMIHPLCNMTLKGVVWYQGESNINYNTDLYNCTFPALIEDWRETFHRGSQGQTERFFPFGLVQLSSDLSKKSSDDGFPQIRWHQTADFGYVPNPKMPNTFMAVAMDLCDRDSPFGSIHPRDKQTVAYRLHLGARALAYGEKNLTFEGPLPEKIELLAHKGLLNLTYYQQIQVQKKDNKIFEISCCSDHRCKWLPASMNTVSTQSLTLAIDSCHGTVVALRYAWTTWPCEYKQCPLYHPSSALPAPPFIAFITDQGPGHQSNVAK
ABHD4 inh: inhibitors of mouse ABHD4. purified mABHD4, FP-Rh probe fluorescence polarization. inhibition, % at 8.92 µM. 370,000 tested, 0.54% active;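 active = inhibition exceeding the mean over every tested compound plus 3 SD, cut at about 30% in these data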;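 note: 0% = plate median of compound wells and 100% = S159A mutant with DMSO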
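Test system: mouse ABHD4 enzyme, wild type. Reagent: FP-Rh fluorescent activity-based probe, added after compound pre-incubation. Timing: pre-incubation 45 min, probe exposure 60 min, at 25 °C. Technique: FP readout, ex 525 nm / em 598 nm. Benchmarks: high control S159A mutant with DMSO, low control median of compound wells.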
Starred values were filed as active, the others as inactive; . = no result given. An excerpt (hit frequency here may not be typical).

SMILES	TDP2 inh	PG9 binder	LEDGF integ inh	NR1D1 modulator	HTRA1 inh	PRMT1 inh	TCR-CD3 inh	rCAG RNA binder	SIAE inh	ABHD4 inh
Cc1ccccc1Nc1ncccc1C(=O)N1CCOCC1	8	-0.6	0	-6	-3	1	-2	1	-3	7
CCc1ccc(CNCCNCC(C)O)cc1 (configuration not stated)	-4	0.8	0	1	3	-2	3	0	11	-2
CCOn1c(=O)c(-c2ccc(OC)cc2)[n+]([O-])c2ccccc21	1	-2.8	-1	-1	-4	0	10	-1	2	-3
O=C(NCC(=O)N(Cc1cccs1)C(C(=O)NC1CCCCC1)c1ccco1)c1ccco1 (configuration not stated)	13	-0.1	4	1	0	0	0	-6	2	-1
O=C(C[C@H]1C/C=C\CCCC(=O)OC[C@H]2CCCN2C1=O)NCCO	11	-0.7	0	0	6	-2	0	1	1	10
CCOC(=O)C1CCN(C(=O)c2cc3c(ccc4ccccc43)o2)CC1	-3	-4.4	5	-2	-10	-2	7	-3	-3	-4
COCCCN1C(=O)c2ccc(C(=O)OCC(=O)N(C)c3ccccc3)cc2C1=O	9	1.6	-1	1	.	-2	2	-8	2	5
Cc1cc(NC(=O)c2ccc(NC(=O)C(C)Oc3ccccc3)cc2)no1 (configuration not stated)	4	-1.8	1	0	-4	1	3	-2	-8	-1
CC1(C(=O)NS(=O)(=O)c2ccc3c(c2)CCO3)CCN1C(=O)CCC1CCCC1 (configuration not stated)	-3	-0.5	1	0	.	1	-1	8	3	6
O=C(Nc1c[nH]c(=O)[nH]c1=O)c1cccc([N+](=O)[O-])c1	7	-0.2	3	-3	-11	2	-6	0	-1	3
COc1ccc(Cn2ccc3ccc(-c4ccc5ccn(C(=O)c6ccc(C)cc6)c5c4)cc32)cc1	1	.	4	37*	.	-1	.	11	-15	-6
CC(C)CN(C(=O)COC(=O)c1c(Cl)ccc(Cl)c1Cl)C1CCS(=O)(=O)C1 (configuration not stated)	1	-0.8	-2	-6	-4	-4	6	-5	-6	-3
CC1C2=C(CC(C)(C)CC2=O)NC2=C1C(=O)CC(C)(C)C2	6	3.1	1	3	6	1	3	-1	-2	1
COc1ccc(CN2C(=O)C(Cc3ccccc3)Nc3ncnc(N4CCOCC4)c32)cc1 (configuration not stated)	-12	-1.2	1	-8	0	-3	-6	9	-6	-6
Cc1nnc(NC(=O)C2=COCCO2)s1	3	0.2	-1	5	0	-2	4	-2	6	5
CN(C)CCN(Cc1ccco1)C(=O)c1oc2ccccc2c1NC(=O)COc1ccccc1	11	0.8	4	9	-4	-3	-2	-12	8	5
CCOc1ccccc1N1CCN(CC(=O)Nc2nnc(CC)s2)CC1	3	0.8	-2	0	2	-3	7	-8	0	0
CCCc1nnc(NC(=O)CCC(=O)N2CCC(Cc3ccccc3)CC2)s1	-3	-0.5	1	-5	1	6	0	1	2	-14
O=C(Cc1cccs1)Nc1nnc(Cc2ccc(F)cc2)s1	-5	1.9	2	-1	.	1	-8	-1	0	6
O=C(CSc1nc2ccccc2o1)Nc1ccccc1	-2	-2.9	1	2	-8	4	3	0	5	-5
CCc1ccc(S(=O)(=O)NCCc2csc(-c3ccccc3)n2)s1	10	0.8	2	3	-23	-2	5	-3	-6	-18
N=c1c(C(=O)NCCN2CCOCC2)cc2c(=O)n3ccccc3nc2n1CCc1ccccc1	7	-1.1	-1	7	0	-2	-4	3	5	0
O=C(NC1CCCCN(Cc2cccc(F)c2)C1=O)c1ccc(F)cc1 (configuration not stated)	4	.	-4	-4	.	2	.	3	0	4
Cc1cc2c(Nc3ccc(O)cc3)ncnc2s1	-4	-0.3	-8	-1	11	5	-11	3	5	0
Cc1ccc(-c2nnc(SCC(=O)CC(=O)Nc3ccccc3)n2-c2ccccc2)cc1	6	1.5	1	-5	-32	1	-7	7	-9	2
CC(C)(C)C(=O)/C=C(\N)c1ccccn1	9	-0.5	-2	0	2	4	-1	0	-1	1
CCc1nc2ccc(C(=O)N(C)C(C)C)cn2c1N(CCC(C)C)CCN(C)C	-1	-1.8	-2	-3	.	2	-1	-3	-2	0
COc1ccc(NC(=O)CNC(=O)c2c(C)nn(C)c2Cl)cc1	16	-2.5	-2	0	8	0	-4	-1	-7	-1
COc1ccc(NC(=O)CSc2nnnn2C)cc1	8	0.7	-3	1	4	0	4	-1	0	2
CCC1=NN(C(=O)c2ccccc2[N+](=O)[O-])C(O)(c2ccccc2)C1 (configuration not stated)	-17	-2.4	0	-3	5	-1	6	1	-5	9
COc1ccc(N(C(=O)c2ccc(F)cc2)C2=CC3CCC(C2)N3C)cc1 (configuration not stated)	1	0.3	1	-1	3	-2	-3	0	10	-3
CCN(CCC(=O)Nc1cc(OC)ccc1OC)Cc1ccccc1	2	-0.9	0	-8	.	8	-1	-8	-1	-15
COc1ccccc1NCCC(=O)OCC(=O)NC1CCCCCC1	-4	0.3	-3	-4	6	-4	0	-1	0	6
COc1ccc(CCNC(=O)c2ccc(CN3CCC(Cc4ccccc4)CC3)cc2)cc1OC	12	0.3	2	1	3	-3	2	2	-3	-7
CCN(CC)S(=O)(=O)c1cc(NC(=O)C(C)N(C)CC(=O)Nc2c(C)cccc2C)ccc1C (configuration not stated)	-5	1.0	0	-1	-7	-3	10	-4	9	-7
O=C(N/N=C/c1ccc(OCc2ccc(F)cc2)cc1)c1ccccc1	-16	0.1	-1	-6	-10	-1	6	-2	-2	1
COc1ccccc1C1=NOC(CN2C(=O)c3ccccc3S2(=O)=O)C1 (configuration not stated)	1	0.4	4	-5	5	-8	7	-6	3	0
S=C(NCc1ccco1)Nc1ccccc1Cl	-7	-3.1	-1	3	16	-1	0	2	1	-1
Cc1nc2cc(NS(=O)(=O)c3ccccc3F)ccc2s1	-10	3.7	-1	2	6	8	-8	0	6	6
CCOc1ccc2nnc(-c3ccc(Br)cc3)n2n1	-5	1.5	0	3	-6	3	-4	-3	-4	-6
O=C(NNc1cc(Br)c(O)c(Br)c1)c1ccccc1	9	-7.3	-2	2	24	23*	0	8	9	29
CCN(CC(=O)NCCN1CCOCC1)S(=O)(=O)c1ccc(F)cc1	3	0.3	1	5	11	4	5	0	1	1
COc1ccc(-c2cc(C#N)nc(N3CCNCC3)n2)cc1	-16	2.2	2	-2	-46	-8	6	15	-46	-11
O=C1CN(c2nc(-c3cccnc3)nc3scc(-c4ccccc4)c23)CCN1	6	-1.4	0	8	5	1	-6	0	3	3
COc1ccc(CCNC(=S)N2CCN(S(=O)(=O)c3ccccc3F)CC2)cc1	0	-0.5	1	-6	-13	2	-4	0	-3	-2
CC1(C(=O)NS(=O)(=O)c2ccc3ccccc3c2)CCN1C(=O)CC1CCCCC1 (configuration not stated)	-2	-0.4	5	-6	.	0	6	39*	-3	17
Cc1c(C(=O)N2CCCCC2)sc(N)c1C#N	1	0.0	1	2	2	-1	6	1	2	8
COc1ccc(NS(=O)(=O)c2ccc(NC(=S)NC(=O)CC(C)C)cc2)cc1	-4	2.6	4	0	-54	-3	-1	8	-15	-15
COCCNC(=O)C(c1ccc(O)cc1)N(Cc1ccco1)C(=O)CCC(=O)Nc1nccs1 (configuration not stated)	2	-2.9	-2	1	-2	2	-3	-8	0	1
COC(=O)CN1C(=O)Nc2ccc(Cl)cc2C1c1ccccc1 (configuration not stated)	-5	2.5	-2	-3	-6	4	-7	5	-4	4
(next part)
SMILES	TDP2 inh	PG9 binder	LEDGF integ inh	NR1D1 modulator	HTRA1 inh	PRMT1 inh	TCR-CD3 inh	rCAG RNA binder	SIAE inh	ABHD4 inh
COCCn1nnnc1C(c1cccc(C#N)c1)N1CCCCCC1 (configuration not stated)	4	-0.9	-1	-1	-7	1	7	-5	9	-4
COc1ccc(-n2c(Cc3cc(=O)[nH]c(=O)[nH]3)nnc2SCC(=O)N2CCCC2)cc1	1	-0.8	-4	4	-1	9	-4	1	4	-3
COc1ccc(CNC(=O)C2CCN(S(=O)(=O)N3CCCC3)CC2)cc1	-5	1.5	2	-3	1	2	2	-3	7	2
O=C(CNC(=O)c1ccc(-c2ccccc2)cc1)OCc1c(Cl)cccc1Cl	-6	1.4	-1	3	-2	-1	0	2	3	6
COc1ccc(CN2CCC2(C)C(=O)Nc2cccc(NS(C)(=O)=O)c2)c2ccccc12 (configuration not stated)	8	-0.3	1	-5	.	-2	3	4	-8	-17
COC(=O)c1ccc(Cn2nnc3c(=O)[nH]c(C4CCCN(S(=O)(=O)c5ccccc5Cl)C4)nc32)cc1 (configuration not stated)	-8	-0.3	-6	-7	-8	1	-1	5	2	7
Cc1ccc(C)c(S(=O)(=O)NCC(c2ccco2)N2CCc3ccccc3C2)c1 (configuration not stated)	-5	0.3	-1	2	-25	2	3	-2	-1	-12
CC(SC#N)C(=O)C12CC3CC(CC(C3)C1)C2 (configuration not stated)	-1	0.1	4	3	0	1	-6	-7	0	6
CC(=O)Nc1ccc(S(=O)(=O)N2CCc3cc4c(cc3C2)OCCCO4)cc1	-19	1.1	-1	0	-4	8	-11	0	0	-6
COc1ccc(C)cc1S(=O)(=O)N(C)CC(=O)N1CCC(C(N)=O)CC1	3	-1.6	-2	-5	4	-2	-2	-2	-6	-1

In the list so far, these contain a cyano group.
SMILES	TDP2 inh	PG9 binder	LEDGF integ inh	NR1D1 modulator	HTRA1 inh	PRMT1 inh	TCR-CD3 inh	rCAG RNA binder	SIAE inh	ABHD4 inh
COc1ccc(-c2cc(C#N)nc(N3CCNCC3)n2)cc1	-16	2.2	2	-2	-46	-8	6	15	-46	-11
Cc1c(C(=O)N2CCCCC2)sc(N)c1C#N	1	0.0	1	2	2	-1	6	1	2	8
COCCn1nnnc1C(c1cccc(C#N)c1)N1CCCCCC1 (configuration not stated)	4	-0.9	-1	-1	-7	1	7	-5	9	-4
CC(SC#N)C(=O)C12CC3CC(CC(C3)C1)C2 (configuration not stated)	-1	0.1	4	3	0	1	-6	-7	0	6

Continued:
SMILES	TDP2 inh	PG9 binder	LEDGF integ inh	NR1D1 modulator	HTRA1 inh	PRMT1 inh	TCR-CD3 inh	rCAG RNA binder	SIAE inh	ABHD4 inh
COc1ccccc1-c1c(-c2ccc(OCC(=O)NN)cc2O)n[nH]c1C(F)(F)F	2	-1.5	0	4	-21	1	1	9	-7	-8
Cc1ccc(-n2c(C)nnc2SCC(=O)N(C)c2c(N)n(Cc3ccccc3)c(=O)[nH]c2=O)cc1	4	0.8	-2	-2	2	-1	-6	1	11	6
CC1CCCN(C(=O)C2CCCN(S(=O)(=O)c3cccc4nsnc34)C2)C1 (configuration not stated)	8	1.0	0	-5	1	-2	-9	-3	1	-7
Cc1cc(N2CCN(CC(C)(C)O)C[C@@H]2C)ccc1N1CCN(CC(C)(C)O)[C@H](C)C1	-11	0.0	9	0	.	-5	-2	0	6	-14
O=C(OCC(=O)N1CCc2ccccc2C1)c1cccs1	12	0.4	3	4	-6	-1	3	-4	-2	2
Cc1ccc(N(C(=O)c2ccc(S(=O)(=O)N3CCOCC3)cc2)C2C=CS(=O)(=O)C2)cc1C (configuration not stated)	3	-0.1	-1	-3	0	1	5	-2	-1	6
COc1ccc(C(=O)OCC[N+]2(C)CCOCC2)cc1	6	-1.1	-3	5	-7	2	0	-1	14	12
CCn1c(-c2ccccc2)c[nH]c1=S	7	-0.2	2	11	-2	1	7	0	4	7

Compound activity: PubChem BioAssay, several laboratories
